bIAP act – bovine intestinal alkaline phosphatase activators, primary screen, biochemical, bovine IAP, CDP-star luminescence; alkaline phosphatase, intestinal [Bos taurus]; AID 1016, 2008; purified bovine IAP, 30 min; active compounds read high; fold of DMSO-control signal, blank-subtracted; activation factor at 20 µM; 200,000 tested, 0.17% active;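 active = activation factor of 2 or more at 20 µM, a signal rise over negative controls twice the positive control's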
PPARg SRC-2 ag – agonists of PPARg-SRC-2 recruitment, primary screen, biochemical, HTS | PPARgamma LBD-SRC-2 recruitment | 200,000 tested, 0.34% active | activation, % at 8 µM | Peroxisome proliferator-activated receptor gamma (Homo sapiens), P37231 | AID 1032, 2008; in the data active = activation above about 22%;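 also: 0% = vehicle and 100% = reference agonist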
Target sequence (P37231 whole entry, looked up, the tested form may be a part): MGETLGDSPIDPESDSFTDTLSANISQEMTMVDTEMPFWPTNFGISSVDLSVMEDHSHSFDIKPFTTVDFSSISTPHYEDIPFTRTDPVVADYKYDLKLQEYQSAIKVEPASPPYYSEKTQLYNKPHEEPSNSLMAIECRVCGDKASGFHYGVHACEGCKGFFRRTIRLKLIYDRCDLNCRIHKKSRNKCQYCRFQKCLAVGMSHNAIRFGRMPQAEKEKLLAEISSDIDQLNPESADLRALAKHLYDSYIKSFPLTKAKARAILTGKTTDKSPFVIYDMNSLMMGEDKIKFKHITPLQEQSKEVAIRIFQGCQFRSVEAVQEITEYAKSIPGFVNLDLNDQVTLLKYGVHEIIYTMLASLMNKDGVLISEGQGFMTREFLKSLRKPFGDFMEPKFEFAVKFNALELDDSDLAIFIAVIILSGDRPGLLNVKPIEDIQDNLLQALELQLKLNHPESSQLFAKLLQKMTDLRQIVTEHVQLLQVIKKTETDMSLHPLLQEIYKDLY
bIAP inhibitor – bovine intestinal alkaline phosphatase inhibitors, primary screen, selectivity assay for TNAP inhibitor project, biochemical, bovine IAP, CDP-star luminescence; AID 1019, 2008; purified bovine IAP, 30 min; inhibition, % at 20 µM; 190,000 tested, under 10 active; alkaline phosphatase, intestinal [Bos taurus];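 active = over 50% inhibition of intestinal alkaline phosphatase at 20 µM in the single-dose screen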
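Incubation: 30 min reaction at room temperature / Material: purified bovine intestinal alkaline phosphatase (IAP) enzyme / Input: enzyme at 1/65,000,000 dilution / Dosing: 20 µM single dose / Signal: CDP-star luminescence signal / Reagent: CDP-star chemiluminescent phosphatase substrate, 30 µM final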
ROMK mod – ROMK potassium channel modulators, primary screen, cell-based, thallium flux, MLSMR library; Tet-inducible ROMK, thallium flux fluorescence; actives lie on both sides; ATP-sensitive inward rectifier potassium channel 1 (Homo sapiens), P48048; AID 1918, 2009; B-score at 10 µM; 130,000 tested, 2% active;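 active = signal ratio slope over the read window, or its plate-corrected B-score, at least 3 SD from the plate mean, either direction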;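 also: B-score of the F/F0 ratio slope over 7 to 12 s after thallium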
Target sequence (P48048 whole entry, looked up): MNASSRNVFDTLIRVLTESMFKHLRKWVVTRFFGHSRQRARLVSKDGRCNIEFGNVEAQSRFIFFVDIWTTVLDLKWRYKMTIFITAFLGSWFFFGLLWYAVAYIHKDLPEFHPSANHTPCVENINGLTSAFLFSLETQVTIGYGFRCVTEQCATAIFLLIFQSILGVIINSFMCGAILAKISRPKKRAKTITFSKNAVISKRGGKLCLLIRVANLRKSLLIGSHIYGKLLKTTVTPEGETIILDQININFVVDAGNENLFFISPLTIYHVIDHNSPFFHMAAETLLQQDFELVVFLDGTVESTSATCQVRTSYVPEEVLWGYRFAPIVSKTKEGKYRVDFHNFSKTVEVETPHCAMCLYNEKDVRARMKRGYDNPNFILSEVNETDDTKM
STAT1 inh – STAT1 signaling inhibitors, primary screen, cell-based, HTS, luciferase reporter | NIH 3T3 STAT1-luciferase reporter, IFN-gamma, luminescence | inhibition, % at 5.5 µM | 200,000 tested, 0.35% active;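 active = inhibition above a set limit, the mean inhibition across all tested compounds plus 3 SD, cut at about 34% in these data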;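 also: 0% = IFN-gamma with DMSO and 100% = IFN-gamma with 300 µM nifuroxazide; values of inactives mirror those of a sister screen read the other way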
PPARg SRC-1 ag – PPARgamma agonists recruiting SRC-1 coactivator, primary screen, biochemical. PPARgamma-SRC-1 coactivator recruitment biochemical assay. 200,000 tested, 0.41% active. Peroxisome proliferator-activated receptor gamma (Homo sapiens), P37231. activation, % at 8 µM. AID 631, 2007; in the data active = activation above about 19%;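 also: 0% = DMSO and 100% = reference agonist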
TNAP act hi DEA – TNAP activators at high phosphate acceptor level, primary screen, biochemical, luminescence, uHTS; activation factor at 20 µM; purified TNAP, CDP-star luminescence, 1 M DEA, 30 min; active compounds read high; 0 = EDTA background, 1 = DMSO-only activity; 200,000 tested, under 10 active; Alkaline phosphatase, tissue-nonspecific isozyme (Homo sapiens), P05186;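 active = activation factor at least 2 at 20 µM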
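Control set: EDTA negative control, DMSO positive control / Assay system: human TNAP / Quantity: TNAP 1/800 final / Evaluation: TNAP activation factor scaled between EDTA and DMSO control wells / Measured by: luminescent substrate turnover signal / Compound dosing: one dose, 20 µM / Times: 30 min enzyme reaction at room temperature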
PPARg SRC-3 ag – PPARgamma agonists recruiting SRC-3 coactivator, primary screen, biochemical; Peroxisome proliferator-activated receptor gamma (Homo sapiens), P37231; biochemical PPARgamma/SRC-3 coactivator recruitment assay; activation, % at 8 µM; 200,000 tested, 0.26% active; AID 731, 2007; in the data active = activation above about 23%;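 also: 0% = DMSO and 100% = reference agonist; some compounds past the cut are filed as inactive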
STAT3 inh – IL-6 driven STAT3 reporter inhibitors, primary screen, U3A cells, luciferase, luminescence, MLSCN library; 190,000 tested, 0.89% active; inhibition, % at 5.5 µM; IL-6 STAT3-luciferase reporter; host cell line lacks STAT1;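 active = inhibition above the mean inhibition across all screened compounds plus 3 SD, cut at about 44% in these data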;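 also: 0% = DMSO only wells and 100% = 100 µM nifuroxazide control wells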
STAT3 activator – IL-6 driven STAT3 reporter potentiators, primary screen, U3A cells, luciferase, luminescence, MLSCN library; IL-6 STAT3-luciferase reporter; 100% = signal with IL-6 EC80 alone; activation (% of control), % at 5.6 µM; 190,000 tested, 0.91% active;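 active = activation above the screen-wide mean of compound activation plus 3 SD, cut at about 130% in these data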;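 also: 0% = background luminescence of wells with medium and substrate only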
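Material: STAT3-luciferase reporter U3A cells. Controls: IL-6-treated wells, 100% activation. Read-out: % activation versus median of IL-6-stimulated wells. Probe or stimulus: IL-6 stimulus at 33 ng/mL final. Timing: compound 1 h, then IL-6 6 h at 37 °C. Signal: reporter luminescence signal.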
SRC2 TRFRET art – TR-FRET signal artefacts, primary screen, artefact control for PPARgamma SRC-2 agonist project, biochemical. TR-FRET artefact counter-screen; active compounds read high. TR-FRET ratio at 8 µM. 200,000 tested, 0.4% active; in the data active = TR-FRET ratio above about 2000; also: inactives centre near 1500
An asterisk follows results filed as active; x = no result given.

SMILES	bIAP act	PPARg SRC-2 ag	bIAP inhibitor	ROMK mod	STAT1 inh	PPARg SRC-1 ag	TNAP act hi DEA	PPARg SRC-3 ag	STAT3 inh	STAT3 activator	SRC2 TRFRET art
Cc1occc1C(=O)NNC(=O)Nc1ccc([N+](=O)[O-])cc1	0.9	10	6	0.053	-1	8	1	5	3	99	1630
COc1ccc(NS(=O)(=O)c2ccc(O)c(NC(=O)c3cc4c(C)nn(-c5ccc(F)cc5)c4s3)c2)cc1	1	6	-2	0.24	5	3	1	0	10	99	1661
CCC(C)NC(=O)c1ccccc1NC(=O)CN(c1ccc(OC)cc1)S(C)(=O)=O (centres undefined)	0.9	4	7	0.54	2	0	1	-2	5	101	1596
Cc1cc(C)n(CCNC(=O)c2cc(COc3c(F)cccc3F)on2)n1	1.2	-5	-15	1.1	-10	7	1	5	10	95	1559
CCCC(=O)NNc1c2ccccc2nc2ccccc12	1	11	1	x	-5	5	1	5	-10	104	1720
O=C(/C=C/Nc1cccc(O)c1)c1ccccc1	0.9	2	11	x	7	0	1	3	86*	32	1617
O=C(c1cccs1)N1CCC(Cc2ccccc2)CC1	0.9	5	9	x	-4	9	1	2	-14	112	1574
CN(C)C(=O)COC(=O)c1ccccc1Sc1ccccc1C#N	1	12	2	0.54	-4	13	1.1	4	1	103	1720
C=CCn1c(N)cc(=O)nc1SCC(=O)Nc1ccc2ccccc2c1	0.9	2	9	0.22	2	4	1	10	1	102	1579
COc1ccc(-n2c(Cc3cccn3C)nnc2SCC(N)=O)cc1	1.1	11	-6	x	9	4	1	6	5	100	1671
COc1ccc(OC)c(N(CC(=O)N2CCc3ccccc3C2)S(C)(=O)=O)c1	1	0	-2	x	3	2	1	9	-6	110	1418
Fc1cccc(NC(=S)NCCCN2CCOCC2)c1	1	12	4	x	3	-1	1	1	7	95	1561
O=C(Nc1ccccc1)c1ccc(=O)n(Cc2cccc(Cl)c2)c1	0.9	1	7	-0.0066	15	-4	1	5	10	96	1659
O=C1NC(Cc2c[nH]c3ccccc23)C(=O)N1CCOc1ccc(F)cc1 (centres undefined)	0.9	-10	13	x	4	0	1	0	-5	111	1312
CCSc1ncnc2c1sc1nc(-c3ccco3)c3c(c12)CC(C)(C)OC3	0.9	-11	5	x	5	6	1	8	15	90	1455
Cc1ccc(S(=O)(=O)NC(=O)N2CCCC(C)(C)C2)cc1	1	-1	-2	x	-3	2	1	-1	5	96	1454
CS(=O)(=O)c1ccc2nc(NC(=O)CN3CCN(Cc4ccccc4)CC3)sc2c1	1	5	3	x	-10	4	1	-3	2	102	1701
O=C(O)/C=C\C(=O)Nc1ccccc1C#Cc1ccccc1	0.9	2	9	x	-44	5	1	-3	18	93	1537
O=C(Nc1nc2ccccc2n1CCOc1ccccc1)c1ccco1	1	8	-2	x	-2	7	1.1	1	27	81	1500
CC(C)c1ccc(-c2nnc(N)s2)cc1	1.4	6	-39	-0.16	-37	1	1	-1	8	96	1656
Cc1nn(-c2ccc(Cl)cc2)c2[nH]c(=O)c(CNCc3ccc4c(c3)OCO4)cc12	1.6	3	-56	x	-3	10	1.1	7	-8	108	1583
Nc1cc(Cl)ccc1C(=O)OCC(=O)NC(=O)NCc1ccccc1	0.9	-7	10	0.26	-3	-1	1	0	2	101	1508
COc1cc(N=c2c([N+](=O)[O-])nn(-c3ccc4c(c3)OCCO4)n2O)cc(OC)c1	0.9	-2	14	0.76	-1	6	1	3	13	91	1372
COc1ccc2nc(N3CCOCC3)cc(C)c2c1	0.9	8	11	x	-22	4	1.1	10	28	78	1584
CC(=O)Nc1ccc(C(=S)NCc2ccco2)cc1	0.9	1	8	-1.3	-2	-2	1	-8	3	104	1591

The closing three entries of the section above lead into the next:
SMILES	bIAP act	PPARg SRC-2 ag	bIAP inhibitor	ROMK mod	STAT1 inh	PPARg SRC-1 ag	TNAP act hi DEA	PPARg SRC-3 ag	STAT3 inh	STAT3 activator	SRC2 TRFRET art
COc1cc(N=c2c([N+](=O)[O-])nn(-c3ccc4c(c3)OCCO4)n2O)cc(OC)c1	0.9	-2	14	0.76	-1	6	1	3	13	91	1372
COc1ccc2nc(N3CCOCC3)cc(C)c2c1	0.9	8	11	x	-22	4	1.1	10	28	78	1584
CC(=O)Nc1ccc(C(=S)NCc2ccco2)cc1	0.9	1	8	-1.3	-2	-2	1	-8	3	104	1591
CCC(=O)c1c(NCCc2ccccc2)cc(C)oc1=O	1.1	9	-12	-0.023	0	-1	1	1	7	96	1567
CCOC(=O)c1c(NC(=O)c2ccc(N3C(=O)C4C5C=CC(C5)C4C3=O)cc2)sc2c1CCCC2 (centres undefined)	1	1	0	0.84	11	1	1	15	-7	106	1604
CC1CN(C2CCN(C(=O)c3cccc(Cl)c3)CC2)CC(C)O1 (centres undefined)	1.1	15	-10	x	3	3	1	13	13	93	1688
CCc1ccc(OCc2nnc(SCc3ccc(C(=O)O)cc3)o2)cc1	1	11	-4	1.4	4	3	1	3	10	99	1742
COC(=O)C1=C(C)N(Cc2ccc(C)cc2)C(=O)/C1=C\c1cc(OC)c(OC)c(OC)c1	0.9	-1	11	0.036	2	1	1	3	0	100	1666
CC(C)(C)Sc1ccc2nc3c(n2c1)CCCC3	0.6	2	42	-0.023	-13	15	1	4	7	97	1731
CN1/C(=C\C(=O)Nc2ccc(F)cc2)C(C)(C)c2ccccc21	1	-5	-2	-0.093	-10	-6	1.1	-3	3	99	1499
COC(=O)c1c(NC(=O)/C=C/C(=O)O)sc(Cc2ccccc2)c1C	0.9	-5	7	-0.4	-2	0	1	-4	4	95	1420
C=CCNCCCCOc1ccc(C)cc1[N+](=O)[O-]	0.9	2	8	x	1	-12	1.1	-5	9	102	1387
OCC1(Cc2cccc(C(F)(F)F)c2)CCN(Cc2cc(F)cc(F)c2)CC1	0.8	-2	17	-0.19	3	6	1	1	10	102	1538
Cc1ccc(C(c2sc3nc(C)nn3c2O)N2CCN(c3ccccc3F)CC2)cc1 (centres undefined)	1.1	6	-13	2.5	-7	8	1	14	-9	110	1678
O=C(Cn1cnc2ccccc2c1=O)NCC1COc2ccccc2O1 (centres undefined)	1	4	2	-0.22	0	0	1	5	0	104	1333
Cc1cccc(C)c1Nc1nnc(SCC(=O)Nc2cc(S(=O)(=O)N3CCCCC3)ccc2Cl)s1	1.1	-4	-9	-0.93	9	4	1	4	0	98	1682
CCc1cc2c(=O)c(-c3ccc4c(c3)OCCO4)coc2cc1OS(C)(=O)=O	1	7	4	x	-62	4	1	0	-6	108	1565
COc1cccc(C2N(c3cccc(Cl)c3)C(=O)C3CCCN32)c1OC (centres undefined)	1	-12	-4	x	1	0	1	9	11	98	1704
COc1ccc2[nH]c(=O)c(C(c3nnnn3CC3CCCO3)N3CCCCC3)cc2c1 (centres undefined)	1.1	3	-11	-0.54	-2	-10	1.1	4	1	101	1533
CC(C)=CCN1CCN(Cc2cc(C(C)C)n[nH]2)CC1CCO (centres undefined)	1	-2	0	x	-3	-2	1	0	-6	108	1590
CC1(C)CC(N2CCOCC2)=CC(=[N+]2CCOCC2)C1	1	6	-2	0.13	-8	-1	1	3	5	103	1740
N#Cc1c(-c2ccccc2)nc(-c2ccccc2)[nH]c1=O	1.1	6	-8	0.58	-8	5	1	8	3	104	1593
COc1ccc2oc(=O)c(C(=O)NCc3ccco3)cc2c1	1	8	5	0.44	-5	10	1	9	18	88	1735
COc1ccccc1NC(=O)Nc1nc(C(C)(C)C)cs1	0.9	8	5	0.036	-10	-2	1	4	26	84	1572
CCC(=O)N(Cc1cc2cc(C)c(C)cc2[nH]c1=O)C1CCCCC1	1.1	0	-9	x	2	0	1.1	11	-4	106	1460
CCOc1ccccc1-n1nnnc1SCC(=O)NC(=O)NCc1ccco1	0.9	4	7	x	17	11	1.1	0	16	91	1659
CCN1CCN(c2nc3c(c(=O)n(C)c(=O)n3C)n2Cc2cccc3ccccc23)CC1	1	7	-3	-0.45	-2	1	1	-2	5	99	1552
CCN1C(=O)c2cccc3c(S(=O)(=O)NCCCN4CCOCC4)ccc1c23	1	4	-3	1.3	2	6	1.1	2	11	93	1566

Remaining list, next part:
SMILES	bIAP act	PPARg SRC-2 ag	bIAP inhibitor	ROMK mod	STAT1 inh	PPARg SRC-1 ag	TNAP act hi DEA	PPARg SRC-3 ag	STAT3 inh	STAT3 activator	SRC2 TRFRET art
CCOC(=O)C1=C(C)NC(=S)NC1c1ccc(C)s1 (centres undefined)	0.8	-8	16	1.3	3	5	1	2	4	98	1672
CCCS(=O)(=O)N1CCC(C(=O)NCCCOC)CC1	1	-2	1	x	0	-4	1	-7	12	95	1530
O=C(CN1C(=O)NC2(CCCCCCC2)C1=O)N1CCN(C(=O)c2ccco2)CC1	1	10	1	-0.0009	-3	0	1	-1	5	96	1413
O=S(=O)(c1ccc(F)cc1)N1CC2CCCN2c2ccc(C(F)(F)F)cc21 (centres undefined)	0.8	4	17	x	6	7	1	-9	2	100	1461
C=CCn1c(SC)nc2sc3c(c2c1=O)CCc1ccccc1-3	0.9	7	6	-0.18	-9	12	1	2	-22	115	1715
O=C(CSCc1ccccc1)N1CCN(c2ccccc2)CC1	1	-9	3	-0.21	-19	-2	1	-1	-3	105	1525
Cc1cc(C)n(C(=O)C2CCCN2S(=O)(=O)c2ccc(Cl)cc2)n1 (centres undefined)	1	-2	5	0.73	-6	11	1	11	1	101	1436
O=c1[nH]c2cc(Cl)ccc2n(CCNc2ncc(C(F)(F)F)cc2Cl)c1=O	0.8	-3	19	-0.11	-3	-1	1	11	4	103	1666
Cc1nnc(SCC2=C(C(=O)O)N3C(=O)C(NC(=O)Cn4nc(C(F)F)c(Cl)c4C)C3SC2)s1 (centres undefined)	0.9	-13	14	0.073	3	-5	1	-1	-1	103	1444
Cc1cc2nc(CCN(Cc3cccnc3)C(=S)Nc3ccc(F)cc3)[nH]c2cc1C	1	2	-4	0.83	0	2	1.1	8	11	97	1575

Screens: PubChem BioAssay, several laboratories
